Screening results as filed in PubChem.
LANA DNA inh: blocks KSHV LANA C-terminal domain binding to DNA; AID 504423; 340,000 compounds, 0.078% hits; MBP-C-LANA/FAM-LBS DNA binding, fluorescence polarization; inhibition, % at 9 µM;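 active = highest replicate inhibition at or above 60% at 9 µM, even if other replicates fall short; inactive = all replicates below 60% inhibition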;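 note: 0% = neutral control wells and 100% = 4 µM acridine orange control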
Keap1-Nrf2 PPI: Keap1-Nrf2 (human) interaction inhibition; Keap1 Kelch-Nrf2 peptide fluorescence polarization, 1536-well; inhibition, % at 9.4 µM; 340,000 compounds, 0.15% hits; Q14145; in the data active = inhibition above about 12%;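 note: human Keap1 Kelch domain with fluorescein labeled Nrf2 9mer peptide probe; 0% = neutral control wells and 100% = peptide positive control; higher means more block of Keap1 binding to Nrf2 peptide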
Target sequence (Q14145 whole entry, looked up, the tested form may be a part): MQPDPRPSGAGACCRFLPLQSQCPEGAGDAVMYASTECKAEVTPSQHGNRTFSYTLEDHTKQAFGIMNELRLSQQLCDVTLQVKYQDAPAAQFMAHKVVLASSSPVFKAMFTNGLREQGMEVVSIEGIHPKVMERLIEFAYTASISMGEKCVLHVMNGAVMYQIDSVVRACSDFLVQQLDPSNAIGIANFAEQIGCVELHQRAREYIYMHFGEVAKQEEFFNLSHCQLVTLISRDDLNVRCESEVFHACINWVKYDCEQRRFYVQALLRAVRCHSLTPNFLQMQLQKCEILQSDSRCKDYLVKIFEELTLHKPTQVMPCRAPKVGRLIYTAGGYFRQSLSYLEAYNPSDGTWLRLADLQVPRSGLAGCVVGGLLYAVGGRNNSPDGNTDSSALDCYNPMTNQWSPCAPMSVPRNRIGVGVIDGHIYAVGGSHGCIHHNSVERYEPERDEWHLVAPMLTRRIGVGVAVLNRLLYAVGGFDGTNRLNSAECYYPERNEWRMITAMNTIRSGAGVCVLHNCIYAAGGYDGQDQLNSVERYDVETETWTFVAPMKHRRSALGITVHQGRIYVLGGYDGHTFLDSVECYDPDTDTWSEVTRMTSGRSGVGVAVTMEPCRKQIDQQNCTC
CAL-PDZ inh HTS: inhibitors of human CAL PDZ peptide binding; purified CAL PDZ, TMR-peptide fluorescence polarization, 1 h; inhibition, % at 24.9 µM; Q9HD26; 300,000 compounds, 0.92% hits;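 active = mean inhibition of at least 30% with at least half of replicates also reaching 30%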;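 note: 0% = DMSO neutral control and 100% = excess unlabeled competitor peptide PRC23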
HTR5A ag: activates human HTR5A in OPRM1-OPRD1 agonist counter-screen; P47898; HTR5A agonist assay, luminescence, cell-based; activation, % at 9.3 µM; 340,000 compounds, 0.61% hits; AID 504692; in the data active = activation mostly above about 9.5%, no sharp cut-off; inactive = mostly below about 7.6%;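 note: 0% = cells with vehicle only and 100% = reference agonist; strong numbers were not always called active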
Target sequence (P47898 whole entry, looked up): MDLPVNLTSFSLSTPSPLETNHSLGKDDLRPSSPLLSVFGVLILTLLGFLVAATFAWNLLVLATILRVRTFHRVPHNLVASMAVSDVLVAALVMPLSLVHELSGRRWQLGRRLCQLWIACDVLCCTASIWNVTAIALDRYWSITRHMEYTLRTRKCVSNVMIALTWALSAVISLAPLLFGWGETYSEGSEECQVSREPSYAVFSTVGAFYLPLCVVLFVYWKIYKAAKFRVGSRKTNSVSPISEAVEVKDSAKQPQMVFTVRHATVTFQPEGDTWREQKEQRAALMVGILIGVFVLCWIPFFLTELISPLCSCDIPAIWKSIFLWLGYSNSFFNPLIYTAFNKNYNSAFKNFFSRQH
RTF Ca sens act: increases calcium sensitivity of human cardiac regulated thin filaments | P19429+P45379 | IANBD-labeled TnC RTF fluorescence at EC20 calcium; 0% EC20 calcium, 100% full calcium | activation, % at 7.2 µM | 340,000 compounds, 0.24% hits | AID 493008;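 active = activation above the mean over all tested compounds plus 3 SD, cut at about 30% in these data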;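 note: rise in fluorescence read as greater calcium sensitivity of cardiac thin filaments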
MOR-DOR inv ag: inverse agonist of human OPRM1-OPRD1 heterodimerization; cell-based MOR-DOR heterodimer luminescence, inverse agonism; AID 504357; inhibition, % at 9.3 µM; P35372+P41143; 340,000 compounds, 0.21% hits; in the data active = inhibition above about 22%, passing the limit was not always enough;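 note: 0% = cells with DMSO and 100% = wells without cells with DMSO; values of inactives mirror those of a sister screen read the other way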
MOR-DOR ag: agonists of human mu-delta opioid receptor heterodimerization. cells, OPRM1-OPRD1 heterodimerization, luminescence. activation, % at 9.3 µM. 340,000 compounds, 0.3% hits. AID 504326; in the data active = activation above about 18%;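 note: 0% = vehicle-treated cells and 100% = reference agonist; values of inactives mirror those of a sister screen read the other way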
HTR5A inv ag: HTR5A inverse agonism, opioid heterodimer counter-screen; P47898; HTR5A cell line, luminescence; inhibition, % at 9.3 µM; 340,000 compounds, 0.083% hits; in the data active = inhibition mostly above about 23%, no sharp cut-off; inactive = mostly below about 18%;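 note: 0% = cells with DMSO and 100% = no-cell wells with DMSO; some compounds called inactive have numbers as strong as hits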
V-ATPase pHluor: yeast V-ATPase proton transport regulation by pHLuorin | S. cerevisiae, pHLuorin cytosolic pH fluorescence | response, % at 10 µM | 350,000 compounds, 0.37% hits; in the data active = response mostly above about 7.3%, no sharp cut-off; inactive = mostly below about 5.4%; note: actives read high; inactives centre near 0; some compounds called inactive have numbers as strong as hits; reference of the scale not given here
RTF Ca sens inh: cardiac RTF calcium desensitization; IANBD-labeled cardiac RTF, Ca2+ fluorescence; inhibition, % at 7.15 µM; 340,000 compounds, 0.12% hits;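 active = inhibition above the mean inhibition of all tested compounds plus 3 SD, cut at about 17% in these data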;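 note: assay run at fixed EC70 calcium of 1.6 mM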
The depositor's hits bear a star; x = not tested or not shown; & = joins results of further samples. Random draw from the library. About 2.8% of those tested had a hit in this group.

Field names: A = LANA DNA inh; B = Keap1-Nrf2 PPI; C = CAL-PDZ inh HTS; D = HTR5A ag; E = RTF Ca sens act; F = MOR-DOR inv ag; G = MOR-DOR ag; H = HTR5A inv ag; I = V-ATPase pHluor; J = RTF Ca sens inh
> CCOC(=O)C1CCN(c2c(Nc3ccc4c(c3)OCCO4)c(=O)c2=O)CC1
  A: -1.4	B: 2	C: x	D: 3	E: -2	F: 8	G: -1.4	H: -7	I: -2	J: -8
> CCCCC1(C)OC(=O)C(=Cc2c[nH]c3ccccc23)C(=O)O1 (stereo unspecified)
  A: 3.6	B: -10	C: -2	D: 0	E: -2	F: -30	G: 4.5	H: 0	I: -2	J: -13
> O=c1cc(O)c(-c2ccc(Cl)c(Cl)c2)c(Cl)[nH]1
  A: 0.4	B: -5	C: -1	D: 1	E: -4	F: -6	G: 0.9	H: -3	I: 3	J: -5
> COc1ccc(CCNC(=S)NCCc2ccc(OC)c(OC)c2)cc1OC
  A: 0.4	B: -2	C: -5	D: x	E: x	F: x	G: x	H: x	I: -1&1	J: x
> COCCNC(=O)CSc1nnc(-c2ccccc2)c(-c2ccccc2)n1
  A: -0.2	B: -2	C: 4	D: 1	E: -2	F: 3	G: -0.6	H: -15	I: -2	J: -4
> COc1ccc(Nc2oc(-c3ccc(Cl)cc3)nc2C#N)cc1
  A: 0.8	B: -6	C: -1	D: 13	E: 2	F: -75	G: 14	H: 9	I: -3	J: -14
> CCOC(=O)C1(Cc2ccccc2C(F)(F)F)CCN(Cc2ccc(COC)o2)CC1
  A: 3.4	B: 1	C: -2	D: -4	E: -2	F: -35	G: 7.4	H: -6	I: 2	J: 2
> COCCCn1c(-c2ccco2)nc2ccccc2c1=O
  A: -0.5	B: -7	C: 4	D: -1	E: -5	F: 6	G: -0.9	H: 5	I: 3	J: 2
> O=C(COC(=O)c1ccccc1[N+](=O)[O-])Nc1nnc(-c2ccccc2)o1
  A: 0.6	B: 0	C: -1	D: 0	E: -7	F: 2	G: -0.4	H: -1	I: -1	J: -6
> Cc1cn(CCC(=O)Nc2ccccc2N2CCOCC2)c2ccccc12
  A: 2.2	B: -3	C: 12	D: 2	E: -2	F: 6	G: -1.3	H: -21	I: -10	J: -4
> Cc1c(Cl)cccc1NC(=O)NCc1cccnc1
  A: -0.9	B: -2	C: -3	D: 2	E: -4	F: 12	G: -2.2	H: 0	I: 4	J: 0
> CCOC(=O)c1sc(NC(=O)CCCCCN2C(=O)c3cccc4cccc(c34)C2=O)nc1C
  A: 0.9	B: 0	C: 2	D: -1	E: 5	F: 15	G: -2.6	H: 5	I: 3	J: -8
> CC(=O)Nc1cccc2c1C(=O)NC2=O
  A: 0.0	B: -3	C: -7	D: 3	E: 5	F: 3	G: -0.6	H: -3	I: 0	J: -8
> O=C1C=C(c2ccccc2)C[C@H](c2cccs2)[C@H]1n1nnc([N+](=O)[O-])n1
  A: -0.8	B: -4	C: 1	D: 6	E: 0	F: -58	G: 11	H: -11	I: 2	J: -20
> CCOCCOc1cccc(C(=O)NC(c2ccccc2)c2ccccc2)c1
  A: 5.3	B: -5	C: -4	D: 1	E: 6	F: 8	G: -1.6	H: -2	I: -2	J: -4
> Cc1cccc(OCC(O)CN2CCOCC2)c1 (stereo unspecified)
  A: -1.1	B: 0	C: x	D: 3	E: -3	F: 6	G: -1.2	H: -12	I: 3	J: -5
> Cc1cc2nc(-c3ccc(NC(=O)c4cccnc4)cc3)oc2cc1C
  A: 4.5	B: -4	C: 1	D: 0	E: -1	F: 3	G: -0.4	H: -13	I: 3	J: -13
> COc1ccc(Oc2ncc(CN3CCN(c4ccccc4)CC3)s2)cc1
  A: 2.3	B: 5	C: 3	D: 10*	E: -5	F: -47	G: 8.3	H: -38	I: 9	J: -8
> NC(=O)N(N)c1nc(N2CCCC2)nc(N2CCCC2)n1
  A: 0.6	B: 0	C: 0	D: 5	E: -4	F: 8	G: -2.2	H: -12	I: -1	J: -9
> O=C(NCc1cccnc1)C1CCN(S(=O)(=O)N2CCOCC2)CC1
  A: 0.8	B: 4	C: 0	D: 6	E: 4	F: -18	G: 3.3	H: -21	I: -6	J: -9
> O=C(OCc1nnc(-c2ccccc2)o1)c1ccc2c(c1)C(=O)N(CCc1ccccc1)C2=O
  A: 0.3	B: -4	C: -4	D: 4	E: 8	F: -6	G: 1.0	H: -14	I: 0	J: -10
> OCC1(CO)CC2(C1)CC(CO)(CO)C2
  A: -3.1	B: 0	C: -3	D: -2	E: -9	F: 11	G: -2.2	H: 9	I: -1	J: 4
> CCCCc1cc(=O)oc2cc(C)cc(OC(C)C(=O)NCc3ccncc3)c12 (stereo unspecified)
  A: -1.4	B: 5	C: -2	D: 1	E: -9	F: 12	G: -2.2	H: -33	I: -2	J: -6
> COc1ccccc1Nc1c2c(nc3ccc(N)cc13)CCCC2
  A: -1.4	B: -1	C: x	D: -2	E: 2	F: 14	G: -2.8	H: 5	I: -4	J: -3
> COc1cccc(NC(=O)CCN2C(=O)c3ccccc3Sc3ncccc32)c1
  A: -1.1	B: -5	C: 2	D: 0	E: 4	F: 13	G: -2.7	H: -25	I: 3	J: -4

Results in Keap1-Nrf2 PPI and MOR-DOR inv ag (5 entries from above):
Molecule	Keap1-Nrf2 PPI	MOR-DOR inv ag
CCOC(=O)c1sc(NC(=O)CCCCCN2C(=O)c3cccc4cccc(c34)C2=O)nc1C	0	15
CC(=O)Nc1cccc2c1C(=O)NC2=O	-3	3
O=C1C=C(c2ccccc2)C[C@H](c2cccs2)[C@H]1n1nnc([N+](=O)[O-])n1	-4	-58
CCOCCOc1cccc(C(=O)NC(c2ccccc2)c2ccccc2)c1	-5	8
Cc1cccc(OCC(O)CN2CCOCC2)c1 (stereo unspecified)	0	6

Reformatted as labelled records: two of the compounds above
> Cc1cn(CCC(=O)Nc2ccccc2N2CCOCC2)c2ccccc12
- LANA DNA inh: 2.2
- Keap1-Nrf2 PPI: -3
- CAL-PDZ inh HTS: 12
- HTR5A ag: 2
- RTF Ca sens act: -2
- MOR-DOR inv ag: 6
- MOR-DOR ag: -1.3
- HTR5A inv ag: -21
- V-ATPase pHluor: -10
- RTF Ca sens inh: -4
> COCCNC(=O)CSc1nnc(-c2ccccc2)c(-c2ccccc2)n1
- LANA DNA inh: -0.2
- Keap1-Nrf2 PPI: -2
- CAL-PDZ inh HTS: 4
- HTR5A ag: 1
- RTF Ca sens act: -2
- MOR-DOR inv ag: 3
- MOR-DOR ag: -0.6
- HTR5A inv ag: -15
- V-ATPase pHluor: -2
- RTF Ca sens inh: -4

The list goes on.
Field names: A = LANA DNA inh; B = Keap1-Nrf2 PPI; C = CAL-PDZ inh HTS; D = HTR5A ag; E = RTF Ca sens act; F = MOR-DOR inv ag; G = MOR-DOR ag; H = HTR5A inv ag; I = V-ATPase pHluor; J = RTF Ca sens inh
> O=C(O)c1ccc(N2C(=O)c3cccc4c(C(=O)O)ccc(c34)C2=O)cc1
  A: 32	B: 1	C: -6	D: x	E: x	F: x	G: x	H: x	I: -2	J: x
> C=C(C)CSc1nc2c(cc1C#N)CCC2
  A: 1.8	B: 2	C: -4	D: 2	E: -5	F: -12	G: 1.8	H: -4	I: 2	J: 5
> CC(C)[C@H]1C=C(C(=O)O)O[C@@H](OCCCCO)C1
  A: -1.5	B: 0	C: -1	D: -4	E: -7	F: 14	G: -2.5	H: -5	I: 3	J: 0
> CCOc1ccc(NC(=O)CC2C(=O)N(C)C(=S)N2CCCc2ccccc2)cc1 (stereo unspecified)
  A: 0.0	B: 2	C: -1	D: 4	E: -2	F: 1	G: -0.3	H: 9	I: -3	J: 6
> COCCn1cnnc1SCC(=O)Nc1ccccc1C(=O)Nc1ccc2c(c1)OCO2
  A: 0.8	B: -3	C: -4	D: 0	E: 4	F: 4	G: -0.6	H: -26	I: -2	J: -8
> CC1(C)C(=O)Nc2ccccc2N1C(=O)COc1cccnc1[N+](=O)[O-]
  A: -0.1	B: 4	C: x	D: -2	E: -3	F: 10	G: -1.9	H: -10	I: -1	J: -3
> O=C(COc1ccc(Cl)cc1Cl)Nc1ccccc1F
  A: 0.4	B: -4	C: x	D: 7	E: -6	F: -21	G: 4.1	H: -16	I: -2	J: 0
> O=C(Nc1ccc(S(=O)(=O)Nc2nccs2)cc1)c1cccc(S(=O)(=O)N2CCOCC2)c1
  A: 0.8	B: -3	C: 4	D: 5	E: 4	F: -1	G: 0.2	H: -13	I: -1	J: -8
> Nc1nonc1-n1nnc(C(=O)N/N=C/c2cccnc2)c1-c1ccccc1
  A: 0.2	B: 0	C: -3	D: -2	E: -3	F: 12	G: -2.3	H: 8	I: 2	J: -5
> O=c1c2ccccc2nc2n1C(CSCc1cccc(C(F)(F)F)c1)CS2 (stereo unspecified)
  A: 0.3	B: -1	C: x	D: 4	E: -2	F: 8	G: -1.9	H: -13	I: 0	J: -6
> Cc1ccccc1NC(=O)c1ccc2snnc2c1
  A: 0.8	B: -6	C: x	D: 2	E: 12	F: -6	G: 1.1	H: -4	I: 7	J: -8
> CCOC(=O)c1ccc(N=CC2=C(O)CC(C)(C)CC2=O)cc1
  A: 0.0	B: 5	C: -4	D: 1	E: 1	F: -3	G: 0.6	H: -24	I: 2	J: -5
> Cc1nc(NC(=O)/C=C/c2ccccc2)sc1C(=O)NCCO
  A: -1.6	B: 2	C: x	D: -1	E: -3	F: 6	G: -1.0	H: -32	I: -1	J: 0
> CCCCN(Cc1ccco1)C(=O)Cn1ncc2c(=O)oc3ccc(C)cc3c21
  A: -0.5	B: -5	C: x	D: 0	E: -1	F: 13	G: -2.3	H: -23	I: 2	J: -3
> CC(C)CNC(=O)c1cccc(NC(=O)c2ccc3c(c2)C(=O)N(C)C3=O)c1
  A: -4.1	B: 0	C: -6	D: 2	E: 1	F: 11	G: -2.0	H: -6	I: 4	J: -10
> NC(=O)c1ccccc1NC(=O)CS(=O)(=O)Cc1ccccc1
  A: -1.8	B: -2	C: -4	D: 9.6*	E: 3	F: -18	G: 2.9	H: -9	I: 2	J: -10
> Cc1nnc(SCC(=O)c2c[nH]c3ccccc23)n1C1CC1
  A: 0.8	B: 9	C: -2	D: 13	E: 0	F: -12	G: 2.9	H: -30	I: -3	J: 2
> C=CCn1c(SC)nc2sc3c(c2c1=O)CCc1ccccc1-3
  A: 1.1	B: 1	C: 2	D: 3	E: -2	F: -9	G: 1.2	H: -18	I: x	J: -13
> O=C1/C(=C/c2ccco2)CCc2ccccc21
  A: -2.4	B: -2	C: 1	D: -2	E: -2	F: -14	G: 2.6	H: -11	I: 1	J: -25

Random excerpt: 3 compounds from above.
Field names: A = LANA DNA inh; B = Keap1-Nrf2 PPI; C = CAL-PDZ inh HTS; D = HTR5A ag; E = RTF Ca sens act; F = MOR-DOR inv ag; G = MOR-DOR ag; H = HTR5A inv ag; I = V-ATPase pHluor; J = RTF Ca sens inh
> NC(=O)c1ccccc1NC(=O)CS(=O)(=O)Cc1ccccc1
  A: -1.8	B: -2	C: -4	D: 9.6*	E: 3	F: -18	G: 2.9	H: -9	I: 2	J: -10
> C=C(C)CSc1nc2c(cc1C#N)CCC2
  A: 1.8	B: 2	C: -4	D: 2	E: -5	F: -12	G: 1.8	H: -4	I: 2	J: 5
> CC1(C)C(=O)Nc2ccccc2N1C(=O)COc1cccnc1[N+](=O)[O-]
  A: -0.1	B: 4	C: x	D: -2	E: -3	F: 10	G: -1.9	H: -10	I: -1	J: -3
